FAS TE block – FAS thioesterase (human) inhibition; 360,000 tested, 0.67% active; inhibition, % at 15 µM; recombinant FAS-TE, OMFH fluorogenic substrate, fluorescence endpoint; P49327;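 active means compounds whose normalised, plate-corrected inhibition of enzyme fluorescence in the single-dose primary screen is 50% or more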;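 further: 0% = DMSO with enzyme and 100% = substrate without enzyme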
SKN-1 block – inhibitors of C. elegans SKN-1 | 360,000 tested, 0.49% active | AID 624304 | C. elegans VP596 Pgst-4::GFP/RFP ratio, acrylamide-induced, 24 h | inhibition, % at 21.8 µM;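 active means interference check ratio from 0.5 to 1.5 plus GFP to RFP signal ratio inhibition reaching or exceeding a fixed threshold, cut at about 30% in these data, passing the limit was not always enough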; further: some compounds called inactive have numbers as strong as hits
MsrA act – activators of bovine methionine sulfoxide reductase A; AID 602163; purified bovine MsrA, absorbance read-out; activation, % at 10.6 µM; 360,000 tested, 0.3% active; in the data active means activation above about 7.5%;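 further: 0% = vehicle and 100% = reference activator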
Rin1 Abl inh – human Rin1-Abl interaction inhibition. 360,000 tested, 0.4% active. AID 588664. P00519+Q13671. TR-FRET Rin1/Abl binding, biochemical. inhibition, % at 7.35 µM; in the data active means inhibition above about 5%, passing the limit was not always enough
eLon inh – inhibits E. coli Lon protease; P0A9M0; purified E. coli Lon protease, fluorescence polarization; inhibition, % at 7.94 µM; 360,000 tested, 0.42% active; AID 602123; in the data active means inhibition above about 13%, passing the limit was not always enough;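 further: 0% = enzyme with probe and DMSO and 100% = no enzyme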
Target sequence (P0A9M0 whole entry, looked up): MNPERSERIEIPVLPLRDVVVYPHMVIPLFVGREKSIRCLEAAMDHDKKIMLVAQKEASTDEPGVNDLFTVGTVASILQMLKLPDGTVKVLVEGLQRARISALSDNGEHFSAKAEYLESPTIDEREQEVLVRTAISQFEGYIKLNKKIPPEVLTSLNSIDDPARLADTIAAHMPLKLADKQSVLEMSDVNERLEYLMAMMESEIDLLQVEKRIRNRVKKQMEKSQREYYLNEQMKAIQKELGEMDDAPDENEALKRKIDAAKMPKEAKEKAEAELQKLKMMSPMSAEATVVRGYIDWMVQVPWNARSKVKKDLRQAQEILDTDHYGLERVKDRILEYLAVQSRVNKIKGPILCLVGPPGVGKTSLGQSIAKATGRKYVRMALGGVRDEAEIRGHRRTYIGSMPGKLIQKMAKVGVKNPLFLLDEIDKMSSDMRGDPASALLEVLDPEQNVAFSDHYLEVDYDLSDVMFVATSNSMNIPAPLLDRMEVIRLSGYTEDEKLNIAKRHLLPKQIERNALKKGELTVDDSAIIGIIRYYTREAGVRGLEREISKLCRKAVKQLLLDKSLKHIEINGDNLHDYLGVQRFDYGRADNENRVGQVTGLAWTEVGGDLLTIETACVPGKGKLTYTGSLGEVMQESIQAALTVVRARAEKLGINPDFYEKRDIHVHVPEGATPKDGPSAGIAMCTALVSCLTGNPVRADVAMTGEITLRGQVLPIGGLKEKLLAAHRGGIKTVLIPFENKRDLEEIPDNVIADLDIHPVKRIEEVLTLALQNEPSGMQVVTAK
Neddyl block – inhibitors of human cullin neddylation; P61081+Q13564; TR-FRET cullin neddylation, biochemical; calls only at 25 µM; 360,000 tested, 0.58% active; in the data active means inhibition above about 36%
MsrA inh – inhibitors of bovine MsrA; inhibition, % at 15.5 µM; 360,000 tested, 0.75% active; purified bovine MsrA, absorbance read-out; in the data active means inhibition above about 4.5%;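 further: 0% = vehicle wells with enzyme and 100% = reference inhibitor wells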
MT1-MMP act inh – MT1-MMP (human) activation inhibition | HT1080 RFP-PRO-GFP cells, GFP/RFP ratio fluorescence, overnight; percent of plate control window, DMSO zero | GFP/RFP ratio change, % at 20 µM | P50281 | 360,000 tested, 0.061% active;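 active means GFP/RFP ratio change of at least 30% with cell ATP level not reduced by more than half and red fluorescence within 50% of control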; further: strong numbers were not always called active
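Material – HT1080 RFP-PRO-GFP cells · Control set – DMSO wells and RFP-L50D-GFP cells · Incubation – overnight cell settling, then overnight compound exposure, 37 °C, 5% CO2 · Compound dosing – single-point 20 µM compound, 1% DMSO · Read-out – GFP/RFP fluorescence ratio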
CendR NRP1 mod – modulators of CendR peptide binding to human neuropilin-1. FAM-RPARPAR peptide binding to NRP-1, fluorescence polarization. AID 602438. 360,000 tested, 0.85% active. inhibition, % at 25 µM. O14786;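 active means inhibition or corrected inhibition above about 18%, plus a signal ratio from 0.5 to 1.5, limit read from the data, passing the limit was not always enough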; further: strong numbers were not always called active
* marks the source's active call; other numbers are inactive results; i = inactive; x = not tested or not shown.

SMILES	FAS TE block	SKN-1 block	MsrA act	Rin1 Abl inh	eLon inh	Neddyl block	MsrA inh	MT1-MMP act inh	CendR NRP1 mod
COc1ccc(CC(=S)N2CCOCC2)cc1F	-7	7	0	-3	-17	i	-0.3	3	9
C=CCn1c(SCC)nc2sc3c(c2c1=O)CCc1ccccc1-3	15	-4	-8	-1	-11	i	1.6	-12	-4
Cc1cc(-n2c(C)cc(C(=O)CSc3nnnn3-c3ccccc3)c2C)no1	9	-5	-2	5	-7	i	0.7	9	-10
Cc1ccc(NS(=O)(=O)c2cccc(C(=O)NNC(=O)c3cccn3C)c2)c(C)c1	-5	-2	-7	1	-2	i	-0.7	-1	20
CCOc1ccc2nc(NS(=O)(=O)c3ccc4c(c3)n(C)c(=O)n4C)sc2c1	3	15	0	-2	-2	i	-0.7	1	-10
O=C(Nc1ccc(O)cc1)c1cccc(Oc2ccc([N+](=O)[O-])cc2)c1	9	4	-6	5	-4	i	-1.1	4	12
COc1cc(NC(=O)c2ccccc2-n2cnnn2)cc(OC)c1	-5	14	-3	-1	7	i	0.8	-4	-3
c1ccc2c(CN3CCOCC3)csc2c1	-11	10	-4	-2	7	i	-1.5	2	16
Cn1cnnc1SCc1nc(N)nc(Nc2ccccc2)n1	-10	-8	-11	3	5	i	0.6	0	2
C=CCn1c(C(CC)CC(C)(C)O)n[nH]c1=S (centres undefined)	-14	4	0	0	-5	i	-0.4	11	2
COC(=O)[C@@]12C[C@@H](CC(=O)N3CCN(C(=O)c4ccco4)CC3)C(=O)N(Cc3ccccc3)C1=CCC(C)(C)C2	x	7	x	x	x	i	-1.1	0	5
COc1ccccc1CNC(=O)COC(=O)c1cccc(S(=O)(=O)N2CCOCC2)c1	-8	12	-2	-1	14	i	0.2	2	15
CCOC(=O)Cc1csc(NC(=O)CN(C)S(=O)(=O)c2cccc3cccnc23)n1	0	4	7	-1	-2	i	-0.3	-4	4
C[C@H](CO)N1C[C@H](C)[C@@H](CN(C)S(=O)(=O)c2ccccc2)Oc2ccc(NC(=O)Nc3ccc4c(c3)OCO4)cc2C1=O	4	1	-1	0	-13	i	-0.7	2	-1
O=C(c1ccc(S(=O)(=O)N2CCc3ccccc3C2)cc1)N1CCCCC1	1	1	-11	1	-7	i	0.6	0	7

Compound profiles, as listed above:
Results for C=CCn1c(SCC)nc2sc3c(c2c1=O)CCc1ccccc1-3 = FAS TE block: 15; SKN-1 block: -4; MsrA act: -8; Rin1 Abl inh: -1; eLon inh: -11; Neddyl block: i; MsrA inh: 1.6; MT1-MMP act inh: -12; CendR NRP1 mod: -4
Results for COc1ccc(CC(=S)N2CCOCC2)cc1F = FAS TE block: -7; SKN-1 block: 7; MsrA act: 0; Rin1 Abl inh: -3; eLon inh: -17; Neddyl block: i; MsrA inh: -0.3; MT1-MMP act inh: 3; CendR NRP1 mod: 9

The results go on.
SMILES	FAS TE block	SKN-1 block	MsrA act	Rin1 Abl inh	eLon inh	Neddyl block	MsrA inh	MT1-MMP act inh	CendR NRP1 mod
CCOC(=O)Cc1csc(NC(=O)CSc2nncn2C)n1	-9	-5	-6	-1	-9	i	-0.1	6	3
c1ccc2c(CSc3ncnc4nc[nH]c34)cccc2c1	-7	13	-4	3	-9	i	-1.1	-7	10
O=c1[nH]cnc2cc(-c3ccc(Br)cc3)sc12	1	19	-3	-34	-7	i	-1.4	-14	-24
CCN(CC)C(=O)c1ccccc1NS(=O)(=O)c1ccc(C)cc1	-8	5	0	-2	0	i	-0.5	-1	3
Cc1nnc(SCC(=O)N(CC(C)C)C2CCS(=O)(=O)C2)s1 (centres undefined)	-8	7	-3	1	0	i	0.8	3	4
O=C(Nc1cc(N2CCOCC2)ncn1)NC1(C(F)(F)F)Oc2ccccc2O1	-4	-11	-5	9.8*	11	i	0.0	x	2
CCOC(=O)C1=C(C)NC(C)=C(C(=O)OCC)C1c1cccs1	4	7	-5	0	11	i	2.1	1	3
COc1ccc(C2CC=C(C(C)=O)CN2S(=O)(=O)c2ccc(C)cc2)cc1 (centres undefined)	5	-2	-2	1	-4	i	-0.7	7	2
CC(=O)c1c(C)[nH]c(C(=O)OCC(=O)Nc2ccc3[nH]c(=O)[nH]c3c2)c1C	-7	-3	-3	0	-9	i	-0.7	5	-2
O=C(Nc1ccc(Nc2ccccc2)cc1)c1cc([N+](=O)[O-])ccc1Cl	59*	14	-1	1	7	i	0.8	-2	-7
Cc1cc(Oc2ccc(C#N)cc2)nc(NCc2ccccc2)n1	4	-16	-4	-2	-6	i	-0.2	-2	3
NC(=O)C1CCN(c2nc(-c3ccccc3)nc3c2oc2ccccc23)CC1	-2	10	-2	-1	8	i	-0.1	-2	-8
COc1cc(OC)c(OC)cc1CN1CCN(Cc2cccc(F)c2)CC1	-6	-5	-2	0	4	i	-1.0	-2	10
Cc1c(NC(=O)C2CCN(S(=O)(=O)c3ccc(Cl)cc3)CC2)c(=O)n(-c2ccccc2)n1C	-1	9	-2	0	-1	i	-0.1	10	-8
Cc1cc(OCC(=O)NCC(O)c2ccccc2)c2c(C)c(C)c(=O)oc2c1 (centres undefined)	9	16	0	-3	-7	x	-0.1	0	9
CCc1nn(C)c(-c2n[nH]c(=S)n2N)c1Cl	-8	-9	-5	0	4	i	0.0	5	6
COc1cc2c3c(c1)/C(=C1/SC(NC(C)=O)=NC1=O)C(=O)N3C(C)(C)C=C2C	-4	0	-6	-6	10	i	1.1	1	9
C=C(C1=CCN(S(=O)C(C)(C)C)[C@@H]1CCO)c1ccccc1 (some centres undefined)	-11	8	0	0	0	i	-1.1	-4	-6
CCOc1ccccc1/C=N/NC(=O)c1ccc(Cn2cc([N+](=O)[O-])cn2)o1	5	-5	-6	-2	-11	i	2.8	-1	3
Cc1cc(NS(=O)(=O)c2ccc(NC(=O)C(CC(C)C)N3C(=O)c4ccccc4C3=O)cc2)nc(C)n1 (centres undefined)	-4	-13	-13	-4	7	i	-1.4	-3	8
CCOC(=O)c1ccc(Nc2ncccc2[N+](=O)[O-])cc1	6	-3	-15	-1	-9	i	0.2	10	9
Cc1nn(-c2ccccc2)c2nc(C(F)(F)F)[nH]c(=O)c12	-2	-2	-1	-6	4	i	0.9	2	9
Cc1cc(NC(=O)CSc2nc3ccccc3c(=O)n2C(C)c2ccccc2)no1 (centres undefined)	31	-6	-1	0	1	i	0.9	-20	-7
O=C(Nc1cccnc1)c1cc(-c2cccnc2)nc2ccc(Br)cc12	6	13	0	-4	-1	i	-0.2	7	-1
Cc1ccc(SCCNC(=S)Nc2ccc(C)cc2C)cc1	9	15	-2	-2	-5	i	0.3	0	-18
COc1ccc(-c2coc3cc(OC4OC(CO)C(O)C(O)C4O)cc(O)c3c2=O)cc1 (centres undefined)	-7	9	-3	4	-11	i	1.6	3	2
O=C(NNC1CC(=O)N(c2ccc(Cl)cc2)C1=O)c1ccccn1 (centres undefined)	-6	-2	-5	0	-1	i	2.7	0	-6
Cc1nc(CNC(=O)CC2C(=O)NCCN2Cc2ccoc2)nc2c1CCCC2 (centres undefined)	-6	-7	-2	-2	-1	i	-1.3	-3	-18
O=C(NCCCO)c1ccc2nc(-c3ccco3)c(-c3ccco3)nc2c1	-6	-3	-11	11*	-3	i	0.7	-2	0
NNc1ccc(Cl)nn1	-7	-21	-4	-2	-1	i	-0.7	-2	9

Five entries drawn at random from those above, as already listed:
SMILES	FAS TE block	SKN-1 block	MsrA act	Rin1 Abl inh	eLon inh	Neddyl block	MsrA inh	MT1-MMP act inh	CendR NRP1 mod
O=c1[nH]cnc2cc(-c3ccc(Br)cc3)sc12	1	19	-3	-34	-7	i	-1.4	-14	-24
COc1cc2c3c(c1)/C(=C1/SC(NC(C)=O)=NC1=O)C(=O)N3C(C)(C)C=C2C	-4	0	-6	-6	10	i	1.1	1	9
Cc1cc(OCC(=O)NCC(O)c2ccccc2)c2c(C)c(C)c(=O)oc2c1 (centres undefined)	9	16	0	-3	-7	x	-0.1	0	9
CCN(CC)C(=O)c1ccccc1NS(=O)(=O)c1ccc(C)cc1	-8	5	0	-2	0	i	-0.5	-1	3
COc1ccc(C2CC=C(C(C)=O)CN2S(=O)(=O)c2ccc(C)cc2)cc1 (centres undefined)	5	-2	-2	1	-4	i	-0.7	7	2

More compounds
SMILES	FAS TE block	SKN-1 block	MsrA act	Rin1 Abl inh	eLon inh	Neddyl block	MsrA inh	MT1-MMP act inh	CendR NRP1 mod
CC(C)Cc1cc(C(=O)N2CCCC(CO)(Cc3ccc(F)cc3)C2)no1 (centres undefined)	7	24	-10	-2	2	i	0.5	1	-3
O=c1cc(-c2ccccc2)n(S(=O)(=O)c2ccccc2)o1	-17	-8	-12	-4	-13	i	-1.1	2	-10
CC1=C(C(=O)OC2CCCCC2)C(c2cccs2)n2c(nc3ccccc32)N1 (centres undefined)	3	17	-2	-2	-8	i	0.0	-8	14
CN(CCc1nc2ccccc2[nH]1)Cc1nc(CC2CC2)no1	-8	5	-3	-2	-5	i	-0.1	-1	-7
CSc1ccc(/C=N\NC(=O)COc2ccc(Cl)cc2Br)cc1	8	2	-10	1	-3	i	0.2	-3	-4
CCCNC(=O)C1(C)CCN(C(=O)COCc2ccccc2)C1 (centres undefined)	-6	-2	-4	-1	-5	i	-0.6	-1	-3
Cc1ccc(CS(=O)(=O)CCC(=O)NCCC(C)C)cc1	-5	12	-4	-6	3	i	0.5	2	-2
CCc1ccc(NC(=O)CSc2nccn(-c3ccc4c(c3)OCCO4)c2=O)cc1	-5	5	-1	1	1	i	1.6	-5	-1
O=C(Nc1ccccc1Cl)c1cc(C2CCCCN2C(=O)c2ccccc2)on1 (centres undefined)	14	7	-2	-1	-2	i	-0.7	0	18
Cc1ccc2oc(C(=O)NC3CCS(=O)(=O)C3)c(C)c2c1 (centres undefined)	-5	3	-5	1	-4	i	-0.2	5	10
Cc1cccc(OCCn2c(=S)[nH]c3ccccc32)c1	4	8	1	1	2	i	1.2	0	8
CC(C(=O)OCC(=O)c1ccccc1)N1C(=O)C2C3CCC(C3)C2C1=O (centres undefined)	-2	3	-3	-4	-4	i	-0.5	-1	6
Cc1ccc(O)c(C(=O)c2cc(C#N)c3nc4ccccc4n3c2)c1	-3	18	-4	6	-34	i	1.4	-110	-68
CC(=O)c1ccc(NC(=O)C2CCCO2)cc1 (centres undefined)	-4	13	-2	-2	-2	i	0.8	1	6
Cc1ccc2nc3c(cc(C(=O)NCCc4ccccc4)c(=N)n3CCN3CCOCC3)c(=O)n2c1	1	2	-2	-8	-10	x	x	0	-3
CCCCN(C(=O)COC(=O)CSc1cc(C)c2ccccc2n1)c1c(N)n(CCC)c(=O)[nH]c1=O	-1	-8	-4	-10	-5	i	-0.8	1	-20
CCOc1ccccc1NC(=O)c1cccc(NC(=O)c2ccco2)c1	-4	17	-4	1	-14	i	-0.7	-5	-9
CC(CCc1ccc(O)cc1)NCc1ccc(Br)cc1 (centres undefined)	1	-7	-1	4	-1	i	-0.7	2	-5
